# RNase H inhibition: RNase H inhibition, HIV 1 Gag Pol polyprotein, FRET biochemical assay, screening (AID 372); HIV-1 RT RNase H, FRET RNA/DNA substrate fluorescence; higher % means a stronger effect; inhibition, % at 10 µM, or IC50 in µM where a hit was titrated; hit rate 0.77% among 100,000; in the data active means inhibition above about 50%
# Numbers without * were called inactive. These rows are one share of the data (hit frequency here may not be typical).
SMILES,RNase H inhibition
O=C(O)CCN=C1CCc2ccccc2N1,3.0%
O=C1CCCC2=C1C(c1ccccc1)Nc1ccccc1N2 (configuration not stated),19.0%
Cc1c(Cl)cccc1NC(=O)C(=O)NCC1CCCO1 (configuration not stated),0.0%
C/C(=N/NC(=O)c1ccccc1)c1ccc2c3c(cccc13)CC2,16.0%
O=c1sc2ccccc2c2nc[nH]c12,6.0%
Cc1cccc(C)c1NC(=O)C1CC(=O)N(C2CCCCC2)C1 (configuration not stated),9.0%
COc1ccc(/C=C(\NC(=O)c2ccc(C)cc2)C(=O)NCCCN2CCOCC2)cc1OC,0.0%
CCC(=O)Nc1ccc(C(=O)Nc2ccc(S(=O)(=O)c3ccc(NC(=O)c4ccc(NC(=O)CC)cc4)cc3)cc2)cc1,40.0%
O=C(Nc1ccccc1)c1ccccc1N=Cc1cc(Br)ccc1O,15.0%
COc1cc(C=C2C(=O)NC(=S)NC2=O)ccc1OCc1ccc([N+](=O)[O-])cc1,41.0%
CC1(C)CC(=O)C2=C(C1)N=C1c3ccccc3C(=O)C1C2c1cccc(Cl)c1 (configuration not stated),11.0%
COc1ccccc1NC(=O)c1cnccn1,9.0%
N/C(=N\OCC(=O)Nc1cccc([N+](=O)[O-])c1)c1nonc1N,1.0%
O=C(COc1ccc([N+](=O)[O-])cc1)N/N=C/c1cc(Br)cc(Br)c1O,8.0%
CCOC(=O)C1=C(C)N=c2s/c(=C/c3cc(Cl)ccc3O)c(=O)n2C1c1ccccc1OC (configuration not stated),5.0%
COC(=O)Nc1sc2c(c1C(N)=O)CCC(C(C)(C)C)C2 (configuration not stated),4.0%
O=C(O)c1cccc(-c2ccc(/C=N/NC(=O)c3sc4ccccc4c3Cl)o2)c1,3.0%
CCN(CC)/C(=N/OCc1ccc(Cl)cc1Cl)c1nonc1N,32.0%
O=C(NCC1CCCO1)C(=O)Nc1ccccc1F (configuration not stated),0.0%
CCc1ccc(-c2c(C)sc(N)c2C(=O)OC)cc1,6.0%
COc1ccc(OC)c(C=Nc2cc(Cl)c(N)c(Cl)c2)c1,1.0%
COc1ccc(NC(=O)/C(C#N)=C/c2ccc(C)o2)cc1,10.0%
COc1cccc(C(=O)Nc2ccc3oc(-c4cccc(Br)c4)nc3c2)c1,15.0%
O=C(Nc1ccc2oc(-c3cccc(Br)c3)nc2c1)c1ccccc1,4.0%
Cc1cc2nc(-c3ccc(NC(=S)NC(=O)c4ccccc4C)cc3)oc2cc1C,26.0%

# Already shown: an excerpt of the list.
SMILES,RNase H inhibition
CCc1ccc(-c2c(C)sc(N)c2C(=O)OC)cc1,6.0%
COc1ccc(OC)c(C=Nc2cc(Cl)c(N)c(Cl)c2)c1,1.0%
COc1ccc(NC(=O)/C(C#N)=C/c2ccc(C)o2)cc1,10.0%
COc1cccc(C(=O)Nc2ccc3oc(-c4cccc(Br)c4)nc3c2)c1,15.0%
O=C(Nc1ccc2oc(-c3cccc(Br)c3)nc2c1)c1ccccc1,4.0%
Cc1cc2nc(-c3ccc(NC(=S)NC(=O)c4ccccc4C)cc3)oc2cc1C,26.0%

# A few values from above.
# RNase H inhibition, COc1ccc(OC)c(C=Nc2cc(Cl)c(N)c(Cl)c2)c1 → 1.0%
# RNase H inhibition, N/C(=N\OCC(=O)Nc1cccc([N+](=O)[O-])c1)c1nonc1N → 1.0%
# RNase H inhibition, Cc1cccc(C)c1NC(=O)C1CC(=O)N(C2CCCCC2)C1 (configuration not stated) → 9.0%
# RNase H inhibition, Cc1cc2nc(-c3ccc(NC(=S)NC(=O)c4ccccc4C)cc3)oc2cc1C → 26.0%
# RNase H inhibition, COc1ccc(/C=C(\NC(=O)c2ccc(C)cc2)C(=O)NCCCN2CCOCC2)cc1OC → 0.0%
# RNase H inhibition, CC1(C)CC(=O)C2=C(C1)N=C1c3ccccc3C(=O)C1C2c1cccc(Cl)c1 (configuration not stated) → 11.0%
# RNase H inhibition, O=C(NCC1CCCO1)C(=O)Nc1ccccc1F (configuration not stated) → 0.0%

# Next part:
SMILES,RNase H inhibition
COc1ccc(-n2c(C)ccc2-c2ccccc2)cc1,37.0%
O=C(/C=C/Nc1ccccc1NS(=O)(=O)c1ccc([N+](=O)[O-])cc1)c1ccccc1,9.0%
COC(=O)C(C(=O)OC)C(C(C)C)C(C(=O)OC)C(=O)OC,8.0%
COc1cc(C(=O)N/N=C/c2cc(Cl)ccc2O)ccc1O,14.0%
O=C(Nc1ccc2c3c(cccc13)CC2)c1ccccc1F,3.0%
O=S(=O)(c1ccc2c(c1)OCCO2)N1CCOCC1,0.0%
CCOC(=O)c1ccc(NC(=S)NCc2ccco2)cc1,7.0%
COCCCNC(=O)/C(C#N)=C/c1c[nH]c2ccccc12,6.0%
COc1cc(C(C2=C(O)CC(C)(C)CC2=O)C2C(=O)CC(C)(C)CC2=O)cc(Br)c1O (configuration not stated),12.0%
CN(/C=C/c1c([N+](=O)[O-])c(=O)n(C)c(=O)n1C)c1ccccc1,0.0%
CCOC(=O)C1=C(N)OC(C)=C(C(=O)OC)C1c1cccnc1 (configuration not stated),3.0%
NCCCNc1ccc(C(F)(F)F)cc1[N+](=O)[O-],15.0%
CCOC(=O)C1=C(N)Oc2cc(O)ccc2C1c1cccc([N+](=O)[O-])c1 (configuration not stated),21.0%
CCOC(=O)N1CCN(CC(O)COc2ccc(C(C)(C)C)cc2)CC1 (configuration not stated),7.0%
N#CC1=C(N)OC2=C(C(=O)CC(c3ccccc3)C2)C1c1ccc(-c2ccccc2)cc1 (configuration not stated),9.0%
C/C(=N\NC(=O)c1ccccc1N(Cc1ccccc1)S(=O)(=O)c1ccc(C)cc1)c1ccccc1O,24.0%
CCOC(=O)NC(O)C(=O)c1cccs1 (configuration not stated),0.0%
COc1cc(C(=O)N2CCN(Cc3ccco3)CC2)cc(OC)c1OC,7.0%
CCc1ccc(C2CC(=O)NC(SCc3ccccc3)=C2C#N)cc1 (configuration not stated),4.0%
COc1ccc(/C=C2/SC(=S)N(c3ccc(Cl)cc3)C2=O)cc1OC,3.0%
O=S(=O)(CCc1nnc(-c2ccc(Br)cc2)o1)c1ccc(Cl)cc1,2.0%
Cc1nc2ccccc2n1S(=O)(=O)c1cc([N+](=O)[O-])ccc1Cl,4.0%
CCOc1ccc(OCCCCOc2ccc(CC)cc2)cc1,18.0%
CCOc1cc(C2NC(=O)NC(C)=C2C(=O)OCCC#N)ccc1O (configuration not stated),6.0%
COc1cc(/C=N/n2cnnc2)cc(I)c1OCCOc1cc(C)ccc1C(C)C,16.0%

# 2 compounds drawn at random from those above:
SMILES,RNase H inhibition
COC(=O)C(C(=O)OC)C(C(C)C)C(C(=O)OC)C(=O)OC,8.0%
COc1cc(C(=O)N2CCN(Cc3ccco3)CC2)cc(OC)c1OC,7.0%

# (further entries)
SMILES,RNase H inhibition
O=C(N/C(=C\c1ccc(-c2cccc([N+](=O)[O-])c2)o1)C(=O)N1CCOCC1)c1ccccc1,8.0%
CC(/C=C1\SC(=S)N(c2ccc(C)c(C)c2)C1=O)=C\c1ccccc1,36.0%
CCN1CCN(CC(O)CN2CCn3c4c(c5cc(C)ccc53)CCCC42)CC1 (configuration not stated),6.0%
NS(=O)(=O)c1cccc(NC(=O)COc2ccc([N+](=O)[O-])cc2)c1,0.0%
C/C(=N\NC(=O)C(O)c1ccccc1)c1ccc2c(c1)CCCC2 (configuration not stated),8.0%
Cc1ccccc1NC(=O)c1ccccc1[N+](=O)[O-],0.0%
O=C1C(=O)N(c2ccccn2)C(c2cccc(F)c2)/C1=C(\O)c1ccccc1 (configuration not stated),10.0%
CCc1c(C)n(CC(=O)N/N=C/c2ccc(Cl)cc2)n2cnnc2c1=O,0.0%
O=C(N=Nc1c(O)n(CN2CCCC2)c2ccccc12)c1ccccc1Br,7.0%
O=C(Nc1cccc2c1CCCC2)c1ccc(Br)cc1,9.0%
C=CCSc1nc2c(cc1C#N)CCCC2,17.0%
CCCCOc1ccc2c3c(c(=O)oc2c1)CCCC3,8.0%
COC(=O)c1ccccc1NC(=O)C1CN(S(=O)(=O)c2ccccc2)CCN1S(=O)(=O)c1ccccc1 (configuration not stated),8.0%
COc1ccc(CCNCCCc2ccccc2)cc1OC,2.0%
COc1ccc(NC(=O)/C(C#N)=C/c2cn(CC(=O)Nc3ccccc3)c3ccccc23)cc1,59.0%*
CC(=O)N/C(=C\c1ccccc1)C(=O)NC(Cc1ccccc1)C(=O)O (configuration not stated),8.0%
CCOC(=O)c1c(NC(=O)c2ccc(Cl)c(Cl)c2)sc(C(=O)Nc2ccccc2)c1C,12.0%
Cc1cc(Cl)ccc1NC(=O)c1ccncc1,0.0%
O=C1NC(=O)N(c2ccc(Cl)cc2)C(=O)/C1=C\C=C\c1ccccc1[N+](=O)[O-],14.0%
O=C(/C=C/c1ccco1)Nc1cccc(F)c1,8.0%
N/C(Cc1ccc([N+](=O)[O-])cc1)=N\OC(=O)c1cccc(Br)c1,7.0%
COc1cc(C)ccc1OCCCOc1c(C)cc(Cl)cc1Cl,26.0%
COc1ccc(NC(=O)C2CC2)c(OC)c1,3.0%
CCOc1c(/C=C(\C#N)c2nc3ccccc3[nH]2)cccc1OC,5.0%
NS(=O)(=O)c1cccc(NC(=O)c2sc3ccccc3c2Cl)c1,15.0%
SMILES,RNase H inhibition
COc1ccccc1/C=C1/C(=O)N(c2ccc(Cl)c(Cl)c2)N=C1C,3.0%
Cc1c(NC(=O)CCc2ccc(Oc3cc([N+](=O)[O-])cc([N+](=O)[O-])c3)cc2)c(=O)n(-c2ccccc2)n1C,9.0%
COc1ccc(-c2ccc(/C=C/C(=O)c3ccc(Cl)cc3)o2)cc1,23.0%
CC(=O)c1ccc(N2C(=O)c3ccc(C(=O)O)cc3C2=O)cc1,4.0%
O=C(O)c1ccc(S(=O)(=O)n2cnc3ccccc32)cc1,5.0%
COc1ccc2c(c1)-c1c(ssc1=S)C(C)(C)N2C(=O)COc1ccccc1,21.0%
O=C(Cc1ccccc1)N/N=C/c1ccccc1Cl,11.0%
COc1ccc(C(Nc2ccccc2)P(=O)(OC(C)C)OC(C)C)cc1 (configuration not stated),10.0%
CC(=O)Nc1sc2c(c1C(=O)Nc1ccccc1C)CCC2,6.0%
O=C(CC1(O)C(=O)Nc2ccccc21)c1ccco1 (configuration not stated),0.0%
COc1ccc(S(=O)(=O)N(CC(=O)NC2CCCCC2)c2cc(C)cc(C)c2)cc1OC,17.0%
O=c1c2c(-c3ccccc3)csc2ncn1/N=C/c1ccccn1,7.0%
CCOc1ccc(/C=N/NC(=O)CCC(=O)Nc2ccccc2C)cc1,14.0%
O=C(COc1ccc(Cl)cc1)N(CCN(Cc1ccccc1)C(=O)COc1ccc(Cl)cc1)Cc1ccccc1,10.0%
CCN(CC)c1ccc(NC(=O)c2ccc(-c3cccc(Cl)c3)o2)cc1,35.0%
O=C(/C=C/c1ccccc1)NC(=S)Nc1ccc(Cl)cc1Cl,32.0%
C=CCc1ccc(OCCOCCNCCCC)c(OC)c1,14.0%
O=C(NC(NCc1ccco1)C(Cl)(Cl)Cl)c1ccco1 (configuration not stated),10.0%
CCOc1ccc(Br)cc1/C=C(\C#N)c1nc2ccc(C)cc2[nH]1,8.0%
O=c1c2ccccc2nc(/C=C/c2cccc([N+](=O)[O-])c2)n1Cc1ccccc1,16.0%
COc1ccc(Cl)cc1NC(=O)c1cc(Cl)ccc1OC,0.0%
O=C(Nc1ccc(Cl)cc1Cl)c1cc2nc(-c3ccccc3)cc(C(F)(F)F)n2n1,5.0%
Cc1ccc(C(=O)Nc2cc(Cl)ccc2C)c(Cl)c1,14.0%
CCC(Oc1ccccc1)C(=O)NC(C)c1ccccc1 (configuration not stated),0.0%
CCOC(=O)C1=C(C)N(c2ccccc2)C(=O)C1,10.0%
SMILES,RNase H inhibition
COc1ccc(-c2csc(/C(C#N)=C\Nc3ccccc3F)n2)cc1OC,29.0%
Cc1ccc(-c2cc(-c3ccccc3O)[nH]n2)cc1,9.0%
Cc1noc2c1/C(=N\O)CC(c1ccccc1)C2 (configuration not stated),13.0%
Cc1cccc(/C=N/NC(=O)c2cccc(Cl)c2)c1,0.0%
O=[N+]([O-])c1ccc(-n2nncc2C23CC4CC(CC(C4)C2)C3)cc1,14.0%
Cc1ccc(-c2csc(-c3cc4cc([N+](=O)[O-])ccc4oc3=O)n2)c(C)c1,8.0%
O=C(O/N=C(/c1ccncc1)c1ccc([N+](=O)[O-])cc1)c1ccccc1F,0.0%
COc1cccc(OCCOc2c(OC)cccc2OC)c1,15.0%
Nc1nonc1C(=O)N/N=C/c1cc2c(cc1[N+](=O)[O-])OCO2,9.0%
COc1ccccc1NC(=O)COc1ccc(Br)cc1,3.0%
CCOc1ccc(C(=O)Nc2ccc(NC(=O)c3cccc(C)c3)cc2)cc1,43.0%
CCOc1cccc(/C=C2\N=C(c3cccc(F)c3)OC2=O)c1,22.0%
CC(=O)NS(=O)(=O)c1ccc(NC(=O)CCN2C(=O)/C(=C/c3ccccc3)SC2=S)cc1,3.0%
CC(C)(C)c1ccc(C(=O)Nc2c(F)c(F)c(F)c(F)c2F)cc1,0.0%
Cc1ccc([N+](=O)[O-])cc1Cc1ccccc1,26.0%
O=C1CC2c3ccccc3C1C1C(=O)N(c3ccccc3)C(=O)C21 (configuration not stated),8.0%
O=CNC(NC(=S)Nc1ccc(F)cc1)C(Cl)(Cl)Cl (configuration not stated),6.0%
CC(C)(C)C1=CC=C(C(C)(C)C)C(=O)C1=O,5.0%
O=C1CC(N2CCN(CCO)CC2)C(=O)N1c1ccccc1 (configuration not stated),15.0%
COc1ccc(OC)c(-n2cnnn2)c1,4.0%
CC(C)(C)CC(C)(C)NC1=CC(=O)OC12CCCCC2,0.0%
CCC(C)c1ccc(NC(=O)CCCOc2ccc(Cl)cc2Cl)cc1 (configuration not stated),16.0%
CCn1c2ccccc2c2cc(CN3CCN(Cc4ccc([N+](=O)[O-])cc4)CC3)ccc21,9.0%
COc1ccc(NC(=O)/C(C#N)=C\c2ccc(-c3ccc(Cl)cc3Cl)o2)cc1,8.0%
Cc1ccc(-c2ccc(OCC(=O)Nc3ncn[nH]3)cc2)cc1,4.0%
CC(=O)N(C)c1ccc(NC(=O)c2cccc(I)c2)cc1,15.0%
CCOc1cccc(NC(=O)/C(C#N)=C\c2cc(C)n(-c3ccc(C)cc3C)c2C)c1,12.0%

# Arranged by length of the SMILES (low to high): some entries from above
SMILES,RNase H inhibition
CC(C)(C)CC(C)(C)NC1=CC(=O)OC12CCCCC2,0.0%
O=C1CC2c3ccccc3C1C1C(=O)N(c3ccccc3)C(=O)C21 (configuration not stated),8.0%
CCOc1ccc(C(=O)Nc2ccc(NC(=O)c3cccc(C)c3)cc2)cc1,43.0%

# Compound activity as filed in PubChem BioAssay.
